A549 tox: kills or reduces viability of A549 cells in Nrf2 counter-screen. Potency, µM (top dose mostly 46 µM), without a hit: at the top dose activity change, negative = cytotoxicity, actives largely listed as inhibitors. 0.16% of 390,000 active. AID 504648. A549 ARE-Fluc cells, CellTiter-Fluor viability, 18-24 h; further: potency means the concentration at half of the fitted maximal effect; on the % scale 0 is the no-effect control and ±100 the full control effect
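A549 ARE-Fluc cells in 5% FBS OPTI-MEM, 5000 cells/well, rested 2 h then exposed to compounds in concentration-response for 18-24 h at 37 °C. Viability by CellTiter-Fluor fluorescence (Ex 405/Em 525) after 30 min; luciferase luminescence (BugLite, 15 min, RT) read afterwards.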
TGFb inhibitor: TGF-b pathway inhibition; HepG2 CAGA-GFP TGF-b/SMAD3 reporter, GFP fluorescence, 18 h; TGF-beta stimulated, 500 pg/mL final; Potency, µM (series often up to 46.1 µM), for inactives: top-dose activity, negative = inhibition, usual class: inhibitors; 1.2% of 410,000 active; further: potency means the concentration at half of the fitted maximal effect; on the % scale 0 is the no-effect control and ±100 the full control effect; nearly all actives have a fitted effect of over 65% in size
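First, reporter cells (HEPG2 CAGA-GFP) rested 2 h at 37 degrees C. Next, compounds were pinned in and TGF-beta added to 500 pg/mL final. After 18 h, GFP was imaged per cell and summed per well.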
Mm-Cpn inhibitor: blocks the Methanococcus maripaludis chaperonin Mm-Cpn; purified Mm-Cpn ATPase, ADP Transcreener TR-FRET; Potency, µM (doses to about 76.9 µM), without a hit: top-dose activity, negative = inhibition, most hits filed as inhibitors; 0.031% of 330,000 active; AID 504842; further: potency means the concentration at half of the fitted maximal effect; on the % scale 0 is the no-effect control and ±100 the full control effect; nearly all actives have a fitted effect of over 80% in size
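Purified archaeal Mm-CPN (25nM final) preincubated 10 min at 37degC with compound, then 10uM ATP for 30 min at 37degC; ADP measured by HTRF Transcreener TR-FRET; buffer 30 mM TRIS pH 7.4, 100mM KCl, 5mM MgCl2, 1mM DTT.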
Nrf2 ARE act: activators of Nrf2 (ARE) signaling; AID 624171; Potency, µM (top dose mostly 46.1 µM), without a hit: at the highest dose activation, usual class: activators; 0.31% of 410,000 active; AREc32 ARE-luciferase reporter (MCF7-derived line), luminescence, 24 h; further: potency means the concentration at half of the fitted maximal effect; % of control where 0% means no effect; nearly all actives have a fitted effect of over 65% in size
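ARE activation measured as luciferase luminescence (Steady-Glo, 30 min RT) in AREc32_Fluc cells after 24 hr compound exposure at 37 deg C, 5% CO2; cells seeded overnight at 1000/well in OPTI-MEM, 5% FBS.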
Nrf2 inh: inhibitors of Nrf2 signaling. Potency, µM (series often up to 46 µM), for the others: at the highest dose activity change, negative = inhibition, usual class: inhibitors. A549 ARE-Fluc reporter, luciferase luminescence, 18-24 h. 2.1% of 360,000 active; further: potency means the concentration at half of the fitted maximal effect; on the % scale 0 is the no-effect control and ±100 the full control effect; nearly all actives have a fitted effect of over 60% in size
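Cells were seeded and rested 2 h, then exposed to compounds for 18-24 h. CellTiter-Fluor was read first as a viability measure. BugLite was added 15 min before the final luminescent read of ARE-luciferase activity in A549 cells.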
CCT chaperon mod: changes cytosolic chaperonin activity. purified chaperonin ATPase assay, HTRF ADP detection, 30 min. AID 651819. activity change, % (concentration not given with the values), hits read low. 0.3% of 360,000 active; in the data active means activity change below about -30%; further: on the % scale 0 is the no-effect control and ±100 the full control effect
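TRiC at 40 or 20 nM final (batch-dependent) in 30 mM Tris pH 7.4, 100 mM KCl, 5 mM MgCl2, 1 mM DTT, with compound at single 76 uM and 10 uM ATP, 30 min at 37 deg C. ADP detected by HTRF Transcreener, 665/615 ratio.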
HepG2 viability: counter-screen for TGF-b inhibitors: cytotoxicity in HepG2 cells; HepG2 CAGA-GFP viability, ATP luminescence, 18 h; Potency, µM (top dose mostly 46.1 µM), without a hit: at the top dose activity change, negative = cytotoxicity, actives largely listed as cytotoxic; 0.76% of 410,000 active; further: potency means the concentration at half of the fitted maximal effect; some results filed as inactive show a strong effect at the top dose
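HepG2 CAGA-GFP cells (1000/well, DMEM with 1% FBS) received compound, then TGF-beta at 500 pg/mL final, and were incubated 18 hours at 37 degrees C. Viability was read by CellTiter-Glo luminescence. Media-only wells were set as complete cell-killing and DMSO as no toxicity.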
pAkt inh: blocks phosphorylation of Akt; 0.32% of 360,000 active; activity change, % for hits at 50 µM; Neuro2A IGF-stimulated pAkt S473 HTRF, 20 min; hits give low values; in the data active means activity change below about -80%; inconclusive means mostly about -51% to -80%; further: on the % scale 0 is the no-effect control and ±100 the full control effect
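Single-point screen (50 µM final compound) in Neuro2A cells stimulated 20 min with 6 nM IGF at 37 deg C. After lysis, Ser473-phosphorylated Akt read by HTRF (ex 330 nm, em 615/665 nm) as the 665/615 ratio.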
Abeta rescue: A-beta toxicity reversal in yeast. Potency, µM (series often up to 46.1 µM), inactives show at the top dose growth rescue, most hits filed as activators. yeast expressing A-beta42, growth rescue, OD600, 48 h; response scale: 0% DMSO, 100% iron-clioquinol control. 0.063% of 410,000 active; further: potency means the concentration at half of the fitted maximal effect; nearly all actives have a fitted effect of over 55% in size
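Yeast growth medium received pinned compounds, then yeast cells expressing toxic A-beta were added; plates incubated at 30 C for 48 hr. Growth read as absorbance at 600 nm, normalized to DMSO and equimolar FeCl3 plus clioquinol controls.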
An asterisk follows results filed as active; i = inactive; ? = inconclusive; · = not tested or not shown; [ ] = dose if it differs, or a comment. Unless noted, the call rests on the fitted dose curve; in most records, active means well fitted curve in the direction sought with a large enough effect; inconclusive means small, poorly fitted or top-dose-only effect, or another doubt; inactive means no such curve, though single readings can be large; an effect the other way counts as inactive or inconclusive. The order is random; about 4.3% have a hit in one of these screens.

SMILES | A549 tox | TGFb inhibitor | Mm-Cpn inhibitor | Nrf2 ARE act | Nrf2 inh | CCT chaperon mod | HepG2 viability | pAkt inh | Abeta rescue
COc1cccc(CNC(=O)COC(=O)CCS(=O)(=O)c2ccc(C)cc2)c1 | 4% | -20% | 4% | -0.4% | 9% | -0.8 | 3% | i | -1%
CC1CCC2C(=O)N(c3ccccc3OC(=O)c3ccccc3F)C(=O)C2C1 (stereo not drawn) | 5% | -3% | 1% | 7.1% | 3% | 1.5 | -4% | i | 10%
CN(C(=O)c1ccc(NC(=O)Cc2cccc(NC(=O)C3CCN(C(=O)C4CCCC4)CC3)c2)cc1)C1CCCC1 | 1% | ? | 1% | 4.3% | 6% | -3.1 | -2% | i | 6%
CCOC(=O)c1ccc(NC(=O)CN2C(=O)C(C)(C)c3ccccc32)cc1 | -20% | -7% | · | 4.0% | · | · | -9% | · | -16%
CCc1nccn1S(=O)(=O)c1ccc2ccccc2c1 | -2% | 7% | -1% | 0.1% | 19% | 0.6 | 11% | · | 10%
CC(C)Oc1ccc(CCC(=O)NNC(=O)c2ccccc2C(=O)O)cc1 | -1% | 23% | 0% | 1.1% | -7% | -2.1 | 14% | i | 13%
CC(C)c1ccc(S(=O)(=O)N2CCN(C(=O)CCNS(=O)(=O)c3ccccc3F)CC2)cc1 | 2% | -2% | 2% | -0.4% | 17% | -1.1 | 5% | i | 3%
N#Cc1cn(Cc2ccncc2)c(=O)[nH]c1=O | 7% | 1% | 1% | 1.2% | -9% | 0.7 | 0% | i | -2%
O=C(Nc1ccccc1C(F)(F)F)N1CCC2(CC1)Oc1ccccc1C(=O)N2Cc1ccccc1F | 3% | · | · | -0.6% | 18% | · | -5% | · | -11%
Cc1cc(C)n(CCNC(=O)c2ccc3c(c2)OCO3)n1 | -2% | 10% | 0% | 3.1% | 2% | -1.4 | 8% | i | -1%
CCCCSc1nnc2[nH]c(=O)cc(N)n12 | 1% | -3% | 1% | -0.4% | -23% | -2.2 | -7% | i | 2%
CCCCNc1c(-c2cccc(-c3ccc(OC)cc3)c2)nc2ccc(C)cn12 | ? | ? | -1% | -3.3% | ? | -35* | -55% | i | -79%[inhibitor]
CC(C)OC(=O)C(C#N)c1nc2ccccc2nc1N1CCN(Cc2ccccc2)CC1 (stereo not drawn) | -4% | ? | 1% | 0.4% | · | 0.1 | 15% | i | -2%
O=C(CCn1cccc1)Nc1cc(F)ccc1F | -1% | 0% | 0% | -0.3% | -5% | 0.3 | -2% | i | 12%
COc1ccccc1S(=O)(=O)Nc1ccc2nc(C)sc2c1 | 0% | -6% | 0% | 2.3% | ? | -2.8 | -7% | i | -18%
Cc1cc(Cl)ccc1N1C(=O)CC(SCCC(=O)O)C1=O (stereo not drawn) | 0% | -1% | 1% | -0.4% | · | -1.6 | 11% | i | 26%[9.22 µM]
Cc1cc(C)c(/C=C/c2onc(C)c2S(=O)(=O)N2CCC(C(=O)Nc3ccc(Cl)cc3C)CC2)c(C)c1 | 0% | 0% | · | -0.5% | · | · | 3% | · | -1%
O=C(Nc1ccc2c(c1)OCCO2)c1ccccc1Cl | · | 1% | · | -1.1% | · | 0.3 | -17% | i | 9%
CCOC(=O)c1ccccc1NC(=O)N[C@@H](C)C(=O)OC | 15%[1.84 µM] | -16% | 0% | -0.8% | 11% | -2.7 | -10% | i | 0%
O=C(C[C@H]1C[C@H](C(=O)N2CCOCC2)[C@@]2(CCC3CCCC3)c3[nH]c4ccc(Cl)cc4c3CCN2C1=O)NCCCn1ccnc1 | -4% | 11µM* | -2% | 8.5% | -20% | 1.5 | -82% | i | 7%
CCCS(=O)(=O)NC(=O)C1(C)CCCN(C(=O)c2ccc(F)c(Cl)c2)C1 (stereo not drawn) | · | 9% | · | -0.6%[9.22 µM] | · | 1.9 | 3% | i | -9%
C=C(C)C(=O)Nc1cccc(C2=NOC3(C2)C[C@@H](C(N)=O)N(C(=O)c2cc([N+](=O)[O-])cc([N+](=O)[O-])c2C)C3)c1 (stereo partly drawn) | -3% | -6% | -2% | -0.5% | 0% | -0.8 | 1% | i | 0%
CCN(CC)c1ccc(C(=O)OCC(=O)NC(C)(C)C)cc1 | -4% | 2% | 1% | -0.8% | 6% | -1.0 | 0% | i | 7%
O=C(Nc1nc2ccc(F)cc2s1)c1nc(SCc2ccccc2F)ncc1Cl | -6% | -2% | · | 0.5% | 12% | · | 6% | · | -11%
O=C(c1cc(-c2ccc(Cl)cc2)nc2ccccc12)N1CCOCC1 | -1% | -5% | 2% | 0.3% | -8% | -3.1 | -29% | i | -10%
Cc1ccc(S(=O)(=O)N(CC(=O)Nc2ccccc2C(=O)O)c2cccc(Cl)c2C)cc1 | -2% | ? | 4% | 0.2%[9.22 µM] | -3% | -1.2 | 2% | i | -10%
CCSc1nnc(NC(=O)CCCOc2ccc(C)cc2)s1 | 4% | -3% | -3% | -0.7% | 7% | -0.9 | -13% | i | -3%
CCn1cc(C(=O)NCCCOC(C)C)c(=O)c2cc(S(=O)(=O)N(C)C3CCCCC3)ccc21 | -8% | ? | · | 0.2% | ? | · | -33% | · | 9%
COc1ccc(C(=O)Nc2ccccc2C(=O)NCc2cccnc2)cc1 | -9% | 8% | 2% | 0.4% | -2% | -0.7 | -5% | i | -11%
Cc1ccc2oc3c(SCc4nc5ccccc5[nH]4)nc(C)nc3c2c1 | -13% | ? | -14% | 6.5% | ? | · | -20% | · | -3%
CCN(CC)C(=N)N1c2ccccc2CCC1C (stereo not drawn) | 0% | 2% | 0% | -0.3% | 1% | 0.2 | -5% | i | 3%
O=C(OC1CCOC1=O)c1cc(-c2ccc(Cl)cc2)nc2ccccc12 (stereo not drawn) | 0% | 0% | 0% | -0.6% | 1% | 2.0 | -10% | · | 10%
Cc1ccc(Nc2nc(N/N=C/c3c[nH]c4ccccc34)nc(N3CCOCC3)n2)cc1 | ? | ? | 0% | 2.5% | -3% | -9.0 | -67% | i | ?
O=C(Nc1ccc(Cl)cc1)Nc1ccon1 | -5% | -8% | 2% | 3.4% | 3% | -0.2 | -11% | i | -1%
Cc1cc(C)c2c(N)c(C(=O)Nc3cccc(C)c3C)sc2n1 | -4% | 21% | -1% | -0.6% | 10% | -2.2 | -2% | i | -1%
Cc1cc(NS(=O)(=O)c2ccc(NC(=O)CCCOc3ccccc3C)cc2)no1 | 2% | -30% | 0% | -0.6% | -13% | -7.8 | -1% | i | 1%
COC(=O)c1ccc(/C=C2/SC(=S)N(CCCC(=O)Nc3ccccn3)C2=O)cc1 | -19% | -16% | -2% | 0.3% | 26% | 0.2 | 6% | i | 18%
O=C(Cc1nnc(NC(=O)Nc2ccc(Cl)cc2)s1)NCc1ccccc1 | 1% | -2% | 2% | -0.3% | 3% | 0.4 | -28% | i | 4%
COc1cccc(NC(=O)C2C3C=CC4(O3)C2C(=O)N(CCN2CCCCC2)C4C(=O)NC2CCCCC2C)c1 (stereo not drawn) | 2% | 3% | 3% | 0.0% | ? | -2.3 | -12% | i | -16%
Cc1cccc(C)c1-n1c(C)nn(-c2ncc(C(F)(F)F)cc2Cl)c1=O | 4% | -1% | -4% | -0.7% | 1% | 1.8 | 1% | i | 1%
CSc1nc(C)cc(OCC#N)n1 | 0% | 8% | -1% | -0.4% | -12% | -1.0 | -27% | i | 13%
Cc1onc(-c2ccccc2)c1C(=O)NC(CC(=O)O)c1ccc(OC(C)C)cc1 (stereo not drawn) | 1% | -25% | -4% | -1.4% | -2% | 0.5 | 1% | i | 1%
COc1ccc(N2CC(C(=O)Nc3ncccc3C)CC2=O)cc1 (stereo not drawn) | -2% | -8% | · | 0.0% | · | 2.3 | 7% | i | 9%
COC(=O)CSc1nnc(C)n1-c1cccc(C#N)c1 | 0% | -28% | 2% | -0.6% | -12% | -4.9 | 39% | i | 2%
O=c1nc(N2CCOCC2)ccn1-c1nc(-c2ccccc2)oc1-c1ccccc1 | -6% | -2% | 0% | 0.2% | -6% | 0.3 | 6% | i | 10%
O=C(Nc1ccc(O)cc1)c1cc2ccccc2c(=O)s1 | -7% | -3% | -2% | 6.6% | 14% | -2.8 | -4% | i | -12%
Cc1cc2nc(/C(C#N)=C\c3ccc(-c4ccccc4C(=O)O)o3)[nH]c2cc1C | -4% | 155%[activator] | -5% | 1.9% | -10% | 0.1 | -20% | i | 14%
C=CCn1cc(C(=O)N2CCc3ccccc3C2)c(=O)c2cc(S(=O)(=O)N(CC)CC)ccc21 | ? | 21% | 3% | 2.6% | ? | -3.1 | 7% | i | -3%
CSc1ncccc1C(=O)OCC(=O)NC1CCCCC1 | 2% | -2% | 1% | -0.8% | 27% | 2.7 | 0% | i | 3%
COc1ccc(NC(=O)Cn2nc(SC)c(S(=O)(=O)c3ccc(C)cc3)c2N)cc1OC | -4% | ? | · | 0.4% | ? | · | -22% | · | -10%

Rewritten as tab-separated lines: 2 of the compounds above.
molecule	A549 tox	TGFb inhibitor	Mm-Cpn inhibitor	Nrf2 ARE act	Nrf2 inh	CCT chaperon mod	HepG2 viability	pAkt inh	Abeta rescue
O=c1nc(N2CCOCC2)ccn1-c1nc(-c2ccccc2)oc1-c1ccccc1	-6%	-2%	0%	0.2%	-6%	0.3	6%	i	10%
COc1ccc(N2CC(C(=O)Nc3ncccc3C)CC2=O)cc1 (stereo not drawn)	-2%	-8%	·	0.0%	·	2.3	7%	i	9%
